Screening results: PubChem BioAssay, National Center for Advancing Translational Sciences (NCATS)
D3 antag = qHTS of D3 Dopamine Receptor Antagonist: qHTS. D3R cells, DiscoveRx beta-arrestin luminescence, antagonist mode; active compounds read low. AID 652054, 2013. max response, negative = inhibition, %. 360,000 compounds, 2.5% hits; in the data active means max response below about -50%; inconclusive means no clear call, values can overlap the other calls; further: on the % scale 0 is the no-effect control and ±100 the full control effect; mostly tested at two doses, the higher about 12 µM
Target sequence (P35462 whole entry, looked up): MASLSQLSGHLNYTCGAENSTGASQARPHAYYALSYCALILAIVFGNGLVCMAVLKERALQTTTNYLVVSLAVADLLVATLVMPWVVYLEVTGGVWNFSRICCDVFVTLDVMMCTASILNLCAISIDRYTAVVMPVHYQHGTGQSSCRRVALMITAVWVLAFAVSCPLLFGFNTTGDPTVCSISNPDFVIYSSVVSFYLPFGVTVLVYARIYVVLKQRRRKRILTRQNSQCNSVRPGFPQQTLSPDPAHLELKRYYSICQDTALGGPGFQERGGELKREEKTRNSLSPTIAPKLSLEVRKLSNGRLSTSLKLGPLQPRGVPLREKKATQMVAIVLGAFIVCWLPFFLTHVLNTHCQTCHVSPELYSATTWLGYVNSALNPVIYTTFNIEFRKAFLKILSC
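Cells expressing the human receptor were seeded at 1500 cells/well, incubated overnight at 37 degrees C in 5% CO2, then exposed to library compounds with dopamine controls for 90 minutes at 37 degrees C before luminescent detection.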
HT1080NT lethal = qHTS for induction of synthetic lethality in tumor cells producing 2HG: qHTS for the HT-1080-NT fibrosarcoma cell line; Potency, µM (doses to about 46.1 µM), for the others: top-dose activity, negative = less viability, usual class: cytotoxic; AID 686970, 2013; 360,000 compounds, 1.6% hits; HT-1080-NT fibrosarcoma viability, CellTiter-Glo ATP luminescence, 48 h;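 further: NT is the 2HG producing partner of a matched IDH1 knockdown line; potency means the concentration at half of the fitted maximal effect; 0% = DMSO-treated cells and -100% = media-only wells without cells; nearly all actives have a fitted effect of over 55% in size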
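Viability by CellTiter-Glo luminescence after 48 h compound exposure at 37C of HT-1080-NT cells (750/well, RPMI, 5% FBS). % activity scaled between DMSO wells and medium-only wells, then curve-fitted and categorized by curve class.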
KB-3-1 cytotox = qHTS assay for MDR1-selective chemotherapeutics: Primary screen using the parental adenocarcinoma cell KB-3-1; Potency, µM (series often up to 46.1 µM), inactives show at the highest dose activity change, negative = cytotoxic, actives largely listed as cytotoxic; KB-3-1 viability, CellTiter-Glo ATP luminescence, 72 h; 400,000 compounds, 1.4% hits; AID 1347075, 2019; further: potency means the concentration at half of the fitted maximal effect; on the % scale 0 is the no-effect control and ±100 the full control effect; nearly all actives have a fitted effect of over 60% in size
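Viability of parental KB-3-1 cells, measured by CellTiter-Glo luminescence, followed a 72 h incubation at 37 °C with pinned compounds in phenol-red-free DMEM containing 10% FBS.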
KB-V1 cytotox = qHTS assay for MDR1-selective chemotherapeutics: Primary screen using the drug-selected MDR subline cells KB-V1 | 400,000 compounds, 3.4% hits | AID 1347076, 2019 | KB-V1 MDR cells viability, CellTiter-Glo, 72 h | Potency, µM (series often up to 46.1 µM), inactives show top-dose activity change, negative = cytotoxicity, actives largely listed as cytotoxic; further: potency means the concentration at half of the fitted maximal effect; on the % scale 0 is the no-effect control and ±100 the full control effect; nearly all actives have a fitted effect of over 60% in size
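Readout: CellTiter-Glo luminescence, 10 min after addition. Cells: KB-V1 MDR subline, 72 h at 37 degrees C with compound. Analysis: corrected, normalized data fitted to concentration-effect curves.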
SW480 rereplic = A quantitative high throughput screen for small molecules that induce DNA re-replication in SW480 colon adenocarcinoma cells; SW480 DNA re-replication, Hoechst DNA content imaging, 48 h; Potency, µM (series often up to 46.1 µM), without a hit: at the top dose re-replication activation, usual class: activators; 340,000 compounds, 1.8% hits; further: potency means the concentration at half of the fitted maximal effect; % of control where 0% means no effect; nearly all actives have a fitted effect of over 55% in size
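Image-based read-out: total Hoechst fluorescence of nuclei (405 nm excitation, 500-530 nm emission), with hits raising the fraction of high-intensity nuclei. SW480 colon cells incubated 48 hr with compounds at 37 C.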
D3 ag = qHTS of D3 Dopamine Receptor Agonist: qHTS; D(3) dopamine receptor (Homo sapiens), P35462; D3R DiscoveRx beta-arrestin cells, luminescence, 90 min; max activation, %; 410,000 compounds, 0.58% hits; AID 652048, 2013; in the data active means max activation above about 30%; further: 0% is about no effect; mostly tested at two doses, the higher about 12 µM
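Cells at 1500/well, incubated overnight, then treated with pinned compounds (dopamine as control) for 90 min at 37 degrees C. DiscoveRx reagent added for 30 - 60 minutes at room temperature; luminescence read.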
IL1B secr inh = qHTS for Inhibitors of Inflammasome Signaling: IL-1-beta AlphaLISA Primary Screen | THP-1 LPS/ATP IL-1B secretion, AlphaLISA, 16 h; active compounds read low | activity change, % at 57.5 µM | 360,000 compounds, 4.7% hits; in the data active means activity change below about -50%; inconclusive means mostly about -30% to -49%; further: on the % scale 0 is the no-effect control and ±100 the full control effect
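Secreted IL-1B measured by AlphaLISA bead assay after 16 h compound exposure of THP-1 cells; compounds (final up to 57.5 uM) added 1 h before LPS (250 ng/mL) and ATP (1.25 mM) stimulation; lower signal means less secretion.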
GLP1R ag = qHTS of GLP-1 Receptor Agonists; Glucagon-like peptide 1 receptor (Homo sapiens), P43220; HEK293 GLP-1R CRE-luciferase, luminescence, 4-6 h; cells express a hypersensitive GLP-1R form; Potency, µM (series often up to 45.6 µM), for inactives: top-dose activation, usual class: activators; 380,000 compounds, 0.007% hits; AID 624172, 2012; further: potency means the concentration at half of the fitted maximal effect; % of control where 0% means no effect
Target sequence (P43220 whole entry, looked up): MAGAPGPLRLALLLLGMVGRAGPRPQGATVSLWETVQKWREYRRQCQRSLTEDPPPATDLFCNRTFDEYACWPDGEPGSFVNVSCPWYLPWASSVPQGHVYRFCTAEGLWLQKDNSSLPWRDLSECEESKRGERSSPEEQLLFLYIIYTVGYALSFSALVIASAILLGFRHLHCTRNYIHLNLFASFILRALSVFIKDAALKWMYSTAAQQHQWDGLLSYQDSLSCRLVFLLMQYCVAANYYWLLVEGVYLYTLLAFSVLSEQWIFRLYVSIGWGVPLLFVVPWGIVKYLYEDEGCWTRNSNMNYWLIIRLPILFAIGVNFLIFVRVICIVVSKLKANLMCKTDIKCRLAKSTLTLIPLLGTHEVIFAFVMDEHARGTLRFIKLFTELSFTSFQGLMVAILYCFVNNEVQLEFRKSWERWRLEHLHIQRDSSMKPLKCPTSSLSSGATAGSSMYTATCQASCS
HT1080 IDH1KD tx = qHTS for induction of synthetic lethality in tumor cells producing 2HG: qHTS for the HT-1080-IDH1KD cell line | AID 686971, 2013 | 360,000 compounds, 2% hits | HT-1080 IDH1 knockdown viability, ATP luminescence, 48 h | Potency, µM (highest dose often 46.1 µM), without a hit: top-dose activity, negative = toxicity, hits mostly cytotoxic;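 further: potency means the concentration at half of the fitted maximal effect; 0% = DMSO wells and -100% = cell-free medium wells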
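In this qHTS, HT-1080 cells depleted of IDH1 are exposed for 48 h at 37 °C to compound titrations. Toxicity is scored from CellTiter-Glo luminescence, with DMSO as full viability and medium alone as none.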
Starred values were filed as active, the others as inactive; u = inconclusive; x = no result given; & = joins results of further samples; [ ] = another dose, or the depositor's remark. Unless noted, the call rests on the fitted dose curve; in most records, active means well fitted curve in the direction sought with a large enough effect; inconclusive means small, poorly fitted or top-dose-only effect, or another doubt; inactive means no such curve, though single readings can be large; an effect the other way counts as inactive or inconclusive.

SMILES	D3 antag	HT1080NT lethal	KB-3-1 cytotox	KB-V1 cytotox	SW480 rereplic	D3 ag	IL1B secr inh	GLP1R ag	HT1080 IDH1KD tx
CN(C)CCCN(C(=O)c1cccc(N2C(=O)CCC2=O)c1)c1nc2cc3c(cc2s1)OCO3	9	1%	-7%	12%	u	7	-26	-2%	4%
O=[N+]([O-])c1ccc(N/N=C/c2cn(-c3ccccc3)nc2-c2ccccc2)cc1	u	u	-4%	u	10µM*	-11	1	-6%	u
CN(Cc1nc2ccccc2c(=O)[nH]1)C(=O)c1ccccc1OCc1ccc(Cl)cc1	-7	-21%	-16%	-8%	0%	-3	-21	16%	-16%
COc1ccc2nc(N3C(=O)CC(C(C)c4ccccc4)C3=O)sc2c1 (stereo not drawn)	-6	6%	5%	4%	1%	-5	0	0%	16%
CCCCOC(=O)Nc1nccs1	-24	3%	1%	10%	u	-1	-14	4%	6%
Cc1ccccc1OCCNc1cc(N2CC(C)NC(C)C2)ccc1[N+](=O)[O-] (stereo not drawn)	u	u	u	21µM*	4%	-8	u	-3%	u
O=C(CCNC(=O)c1ccc(Cl)cc1)Nc1ccccc1N1CCCC1	-20	-4%	u	u	3%	-5	-7	3%	0%
CC(C)c1nc(C#N)c(N2CCOCC2)o1	25	23%	9%	16%	-4%	6	13	-1%	23%
O=C(c1ccccc1Cl)N1CCn2c1nc1ccccc12	-7	6%	-3%	7%	4%	10	-6	8%	0%
CCSc1nnc(-c2ccc(S(=O)(=O)N3CCCC3)cc2)n1C	-18	3%	4%	1%	2%	14	-1	1%	-6%[9.24 µM]
COc1ccc(C(=O)NCCc2nnc3ccc(SCC(=O)Nc4cc(C)on4)nn23)cc1	-22	14%	-6%	5%	4%	-6	24	0%	8%
CC(C)CNC(=O)c1ccccc1NC(=O)c1ccc(CSc2ccccc2)cc1	27	3%	1%	13µM*	18%	4	-3	6%	0%

Record cards (already shown). Order of screens: D3 antag, HT1080NT lethal, KB-3-1 cytotox, KB-V1 cytotox, SW480 rereplic, D3 ag, IL1B secr inh, GLP1R ag, HT1080 IDH1KD tx
O=[N+]([O-])c1ccc(N/N=C/c2cn(-c3ccccc3)nc2-c2ccccc2)cc1 in the list: u, u, -4%, u, 10µM*, -11, 1, -6%, u
CC(C)c1nc(C#N)c(N2CCOCC2)o1 in the list: 25, 23%, 9%, 16%, -4%, 6, 13, -1%, 23%

Next entries:
SMILES	D3 antag	HT1080NT lethal	KB-3-1 cytotox	KB-V1 cytotox	SW480 rereplic	D3 ag	IL1B secr inh	GLP1R ag	HT1080 IDH1KD tx
O=C(NCC1CCCO1)c1ccc2c(=O)n(CC3CCCO3)c(=S)[nH]c2c1 (stereo not drawn)	u	12%	1%	7%	-4%	1	30	-4%	2%
CCC(=O)c1ccc(OCC(=O)OCC(=O)Nc2sccc2C(N)=O)cc1	48	1%	-7%	-21%	-15%[1.84 µM]	6	4	0%	0%
COC(=O)c1cc(NC(=O)c2cccnc2)cc(C(=O)OC)c1	-18	-1%	2%	-4%	-5%	2	-12	4%	0%
Cc1cccc(C)c1OCCN1CCOCC1	21	17%	1%	-3%	-4%	-11	1	-5%	10%
Cc1cc(C)nc(/N=c2/ssnc2Cl)c1	0	6%	-1%	11%	5%	2	-101*	-8%	-1%
COc1ccc(C(C)=O)cc1COc1cccc2cccnc12	-16	3%	5%	-15%	-5%	-5	54	19%	-1%
CCOC(=O)NC(=O)COC(=O)c1ccc(O)cc1	16	3%	22%	-4%	1%	3	35	-2%	9%
O=C(Cc1ccc(F)cc1)N/N=C/c1ccc(-c2ccc(Cl)c(C(=O)O)c2)o1	-5	1%	0%	5%	-6%	-2	1	-5%	-6%
COc1cccc(N2CCN(C(=O)c3cc4c(s3)-c3ccccc3OC4)CC2)c1	47	8%	0%&3%	0%&-18%	-4%	2&6	-3	3%&-1%	4%
CCc1cccc(C)c1N=Cc1c(O)c2ccccc2oc1=O	21	u	2%	0%	-9%	7	-1	-10%	u
N#C/C(=C\c1ccc(OC(=O)c2ccc(Br)s2)cc1)c1nc2ccccc2[nH]1	-8	24%	4%	5%	2%	0	3	10%	16%
O=C(COC(=O)c1cccnc1Cl)c1ccc(Cl)s1	-22	-1%[9.24 µM]	-3%	3%	6%	-2	14	-6%	-3%
COc1ccc(CCC(=O)Nc2nc(C)c(C(=O)N(C)C)s2)cc1	0	-5%	0%	17%	-6%	0	0	6%	-1%
CS(=O)(=O)N1CCN(c2ccccc2NC(=O)c2ccc3c(c2)OCCO3)CC1	-5	8%	11%	5%	16%	-1	-21	13%	6%
CCOC(=O)C1CCN(C(=O)CN2C(=O)CSc3ccc(S(=O)(=O)N4CCOCC4)cc32)CC1	11	-1%	28%	-19%	-27%	5	-6	1%	10%
Cn1sc(=O)c2cc(S(=O)(=O)NC3CC3)ccc21	u	u	10%	-4%	u	-18	x	-1%	u
Cc1cccc(C(=O)Nc2nnc(-c3ccncc3)o2)c1	7	-17%	1%	0%	14%	1	11	-4%	-28%
CC1Sc2ccc(S(=O)(=O)NCCc3ccc(S(N)(=O)=O)cc3)cc2NC1=O (stereo not drawn)	-12	-6%	-4%	23%	3%	-1	10	-5%	-8%
COCCn1c(SCC(=O)Nc2cc(C)on2)nc2c(c1=O)SCC2	-6	2%	0%	-23%	-3%	1	4	-5%	1%
COc1cccc(CNC(=O)c2cc(=O)[nH]c3ccc(S(=O)(=O)N4CCCC4)cc23)c1	x	x	22%	-16%	x	1	x	1%	x
O=C1Nc2cc(Cl)c(Cl)cc2N(O)N1c1cc(Cl)cc(Cl)c1	8	0%	3%	-32%	2%	1	16	-4%	6%
COc1cc(S(=O)(=O)NCc2cccnc2)c(OC)cc1Br	-18	5%	1%	-16%	-6%	13	-2	7%	7%
COc1cc(CCCN2C(N)=NC[C@H]2Cc2ccc(O)cc2)cc(OC)c1OC	0	3%	17%	-3%	-14%	5	13	3%	5%
COc1ccc(C(=O)OC(C)C(=O)NC(C)CCc2ccccc2)cc1OC (stereo not drawn)	-13	-4%	-2%	-2%	-2%	-4	6	0%	-7%

4 structures already listed, ordered by number of heavy atoms, descending.
SMILES	D3 antag	HT1080NT lethal	KB-3-1 cytotox	KB-V1 cytotox	SW480 rereplic	D3 ag	IL1B secr inh	GLP1R ag	HT1080 IDH1KD tx
CCOC(=O)C1CCN(C(=O)CN2C(=O)CSc3ccc(S(=O)(=O)N4CCOCC4)cc32)CC1	11	-1%	28%	-19%	-27%	5	-6	1%	10%
COc1cccc(CNC(=O)c2cc(=O)[nH]c3ccc(S(=O)(=O)N4CCCC4)cc23)c1	x	x	22%	-16%	x	1	x	1%	x
O=C1Nc2cc(Cl)c(Cl)cc2N(O)N1c1cc(Cl)cc(Cl)c1	8	0%	3%	-32%	2%	1	16	-4%	6%
Cc1cccc(C(=O)Nc2nnc(-c3ccncc3)o2)c1	7	-17%	1%	0%	14%	1	11	-4%	-28%

New compounds follow:
SMILES	D3 antag	HT1080NT lethal	KB-3-1 cytotox	KB-V1 cytotox	SW480 rereplic	D3 ag	IL1B secr inh	GLP1R ag	HT1080 IDH1KD tx
N#C/C(=N\Nc1cc(Cl)cc(Cl)c1)c1nnc2n1CCCCC2	-23	-4%	15%	13%	-9%	-9	0	-2%	-10%
CCOC(=O)[C@H]1[C@H]2COc3ccc(Br)cc3[C@@H]2N2C(=O)[C@H](C)NC(=O)[C@@]12C	35	12%	10%	-9%	-13%	0	-2	-4%	17%
O=[N+]([O-])c1ccc(N2CCCC2)nc1N1CCCC1	11	-5%	7%	u	u	5	x	20%	-3%
O=S1(=O)C[C@@H](N2CCC[C@@H]2CO)[C@H](COCc2ccccc2)N1	10	18%	0%	2%	x	2	-18	-1%	-1%
N#Cc1c2n(c(=S)n(-c3ccc(OC(F)F)cc3)c1=O)CCCCC2	2	13%	1%	-3%	-7%	0	21	8%	-1%
CCN(c1ccccc1)S(=O)(=O)c1cc(C(=O)Oc2ccc3c(C)cc(=O)oc3c2)ccc1C	-2	8%	7%	u	u	1	21	-10%	9%
CCc1ccccc1NC(=O)Nc1cccc(F)c1	21	8%	1%	-6%	u	3	8	-4%	8%
CCN(CC)c1nc(Nc2ccccc2)nc(Oc2ccc(=O)[nH]n2)n1	12	4%	-17%	-1%	-4%	-19	7	28%	-15%
Clc1ccccc1-c1nnc2sc(-c3ccc(Br)o3)nn12	30	1%	0%	0%	19%	-1	-52*	12%	-10%
COc1ccc(NC(=S)N/N=C2\CC(C)(C)Oc3ccc(OC)cc32)cc1	-24	-11%	-3%	-13%	-4%	0	-12	-3%	-21%

No new results follow: three of the compounds above.
SMILES	D3 antag	HT1080NT lethal	KB-3-1 cytotox	KB-V1 cytotox	SW480 rereplic	D3 ag	IL1B secr inh	GLP1R ag	HT1080 IDH1KD tx
N#C/C(=N\Nc1cc(Cl)cc(Cl)c1)c1nnc2n1CCCCC2	-23	-4%	15%	13%	-9%	-9	0	-2%	-10%
CCOC(=O)[C@H]1[C@H]2COc3ccc(Br)cc3[C@@H]2N2C(=O)[C@H](C)NC(=O)[C@@]12C	35	12%	10%	-9%	-13%	0	-2	-4%	17%
O=[N+]([O-])c1ccc(N2CCCC2)nc1N1CCCC1	11	-5%	7%	u	u	5	x	20%	-3%
